Screening data deposited in PubChem BioAssay by National Center for Advancing Translational Sciences (NCATS).
Rab9 prom act – activates the Rab9 promoter; hit rate 2.8% among 320,000; Huh7 Rab9 promoter-luciferase reporter, luminescence, 24 h; AID 485297; Potency, µM (top dose mostly 9.22 µM), for inactives: top-dose activation, negative = inhibition, hits mostly activators; note: % of control where 0% means no effect; nearly all actives have a fitted effect of over 60% in size
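Quantitative HTS format; Huh7 Rab9-luciferase reporter cells (1500/well) receive compound 2 h post-plating, incubate 24 h at 37 °C, then get luciferase reagent for 10 min before luminescence reading.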
BRCA1 expr act – BRCA1 expression activation; MCF7-BRCA1-FFLuc reporter, luminescence, 48 h; response scale: scaled: vehicle 0%, 10 µM genistein 100%; Potency, µM (top dose mostly 46.1 µM), without a hit: at the highest dose activation, usual class: activators; hit rate 1.1% among 380,000; note: nearly all actives have a fitted effect of over 80% in size; some results filed as inactive show a strong effect at the top dose
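Compounds are tested at multiple concentrations on MCF7 BRCA1-luciferase reporter cells seeded at 2000 per well; after 48 h, a single luminescence end-point is taken and curves fitted to the normalized data.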
uPA surface inh – blocks generation of uPA at the cell surface. hit rate 0.31% among 330,000. cell surface uPA generation assay, qHTS. Potency, µM (titrated, usually from 38.3 µM), without a hit: at the top dose activity change, negative = inhibition, hits mostly inhibitors. AID 540303; active = well fitted inhibition curve with a large enough effect; inconclusive = small, poorly fitted or top-dose-only effect; inactive = no such curve, though single readings can be large or run the other way; tested in mouse RAW 264.7 cells; note: % is set by controls: 0 for no effect and ±100 for the full control effect; nearly all actives have a fitted effect of over 55% in size
ELG1 genotoxic – inducers of genotoxicity in HEK293T ELG1-luciferase cells; HEK293T ELG1-luciferase reporter, luminescence, 16 h; Potency, µM (highest dose often 46 µM), for inactives: top-dose activity change, positive = activation, actives largely listed as activators; hit rate 1.3% among 330,000; AID 504466; note: % of control where 0% means no effect; nearly all actives have a fitted effect of over 60% in size
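DMSO vehicle served as control against compound-treated ELG1-luciferase HEK293T cells; exposure lasted 16 hr at 37 °C and 5% CO2, followed by ONE-Glo luminescence detection after 30 min.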
Gal4-VP16 FLuc – counter-screen for ROR gamma inhibitors: Gal4-VP16 reporter; AID 2546; Drosophila S2 Gal4-VP16 UAS-luciferase, luminescence, 20 h; Potency, µM (series often up to 53.6 µM), for the others: top-dose activity, negative = inhibition, usual class: inhibitors; hit rate 3.5% among 310,000;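 note: Gal4-VP16 expression switched on by copper sulfate through the metallothionein promoter; % is set by controls: 0 for no effect and ±100 for the full control effect; nearly all actives have a fitted effect of over 50% in size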
NPC1 prom act – activators of NPC1 promoter; Huh7 NPC1 promoter luciferase reporter, 24 h; Potency, µM (highest dose often 9.22 µM), inactives show at the highest dose activation, usual class: activators; hit rate 2.4% among 320,000;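 note: % of control where 0% means no effect; nearly all actives have a fitted effect of over 60% in size; reporter is driven by a mutant NPC1 promoter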
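Quantitative HTS used a cell-based reporter: Huh7 cells stably bearing the NPC1 promoter upstream of luciferase were treated with compounds for 24 h, and promoter activation was read as luminescence.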
RORgamma inh – blocks mouse ROR gamma transcriptional activity | Potency, µM (series often up to 53.6 µM), inactives show top-dose activity change, negative = inhibition, most hits filed as inhibitors | hit rate 5.4% among 310,000 | P51450 | Drosophila S2 Gal4-RORgamma UAS-luciferase reporter, 20 h; note: % is set by controls: 0 for no effect and ±100 for the full control effect; nearly all actives have a fitted effect of over 60% in size
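Drosophila S2 cells stably expressing Gal4-DBD/mouse RORγ fusion under metallothionein promoter plus UAS-luciferase; compound 1 h, then 700 uM CuSO4 induction for 20 h at ambient temperature; inhibition read as reduced luminescence.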
FLuc modulator – counter-screen for miR-21 project: firefly luciferase inhibitors or activators; hit rate 6.9% among 360,000; purified FLuc, Km substrates, luminescence inhibition; Potency, µM (top dose mostly 57.5 µM), without a hit: top-dose activity change, negative = inhibition, hits mostly inhibitors; AID 588342;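 note: plate controls were vehicle for no effect and reference inhibitor for full effect; nearly all actives have a fitted effect of over 55% in size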
Target sequence (P08659 whole entry, looked up): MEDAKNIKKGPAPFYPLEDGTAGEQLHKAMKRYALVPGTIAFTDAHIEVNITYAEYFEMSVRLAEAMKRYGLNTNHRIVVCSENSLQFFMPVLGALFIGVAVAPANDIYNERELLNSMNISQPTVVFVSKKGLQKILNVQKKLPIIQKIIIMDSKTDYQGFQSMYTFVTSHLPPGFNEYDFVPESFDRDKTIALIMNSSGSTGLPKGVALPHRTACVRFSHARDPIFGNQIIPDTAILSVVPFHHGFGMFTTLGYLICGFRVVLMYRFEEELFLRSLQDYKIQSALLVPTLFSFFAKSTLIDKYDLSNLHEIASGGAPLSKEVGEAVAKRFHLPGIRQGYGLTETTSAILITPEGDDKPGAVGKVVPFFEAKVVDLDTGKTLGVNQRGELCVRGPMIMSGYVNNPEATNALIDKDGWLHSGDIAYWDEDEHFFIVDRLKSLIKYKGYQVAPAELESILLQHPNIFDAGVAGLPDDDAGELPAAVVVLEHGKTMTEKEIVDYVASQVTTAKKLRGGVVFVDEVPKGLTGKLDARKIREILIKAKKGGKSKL
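Purified P. pyralis luciferase (10nM final) with 10uM D-luciferin and 10uM ATP (Km levels) in 50mM Tris acetate pH 7.5, 10mM Mg acetate, 0.01% Tween-20, 0.05% BSA; qHTS 6-point titration, ~60 µM downward; luminescence read.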
MBNL1-CUG inh – blocks human MBNL1 binding to CUG repeat RNA; Q9NR56; Potency, µM (series often up to 57.5 µM), for inactives: at the top dose activity change, negative = inhibition, usual class: inhibitors; TR-FRET MBNL1-His/biotin-(CUG)12 binding, 665/545 ratio; hit rate 0.036% among 280,000; active = well fitted inhibition curve with a large enough effect in the signal ratio, with a control signal flat, not every such curve was filed as active; inconclusive = small, poorly fitted or top-dose-only effect, or effect the other way, or a change in a side signal; inactive = no such curve, though single readings can be large or run the other way; the % refers to the signal ratio; note: % is set by controls: 0 for no effect and ±100 for the full control effect
Target sequence (Q9NR56 whole entry, looked up): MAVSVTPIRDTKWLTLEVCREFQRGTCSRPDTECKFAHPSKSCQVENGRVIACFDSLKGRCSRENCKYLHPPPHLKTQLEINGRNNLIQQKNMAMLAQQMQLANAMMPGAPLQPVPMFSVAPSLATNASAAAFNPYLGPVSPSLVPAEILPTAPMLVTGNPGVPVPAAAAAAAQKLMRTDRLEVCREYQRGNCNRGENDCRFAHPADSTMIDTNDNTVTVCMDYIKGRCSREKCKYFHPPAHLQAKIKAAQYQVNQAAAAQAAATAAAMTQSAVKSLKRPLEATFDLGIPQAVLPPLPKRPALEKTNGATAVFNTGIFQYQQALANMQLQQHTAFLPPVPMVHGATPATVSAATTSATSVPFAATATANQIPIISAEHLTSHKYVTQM
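TR-FRET between His-tagged MBNL1 and biotin-(CUG)12 RNA, detected with Tb anti-His antibody (0.055 ng/ul) and streptavidin-XL665 (5 nM), 60 min at room temperature. Compounds titrated 92 nM to 58 uM; 665/545 nm ratio normalized to buffer and complex controls.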
p53 reactivator – mutant p53 re-activation in reporter cells; H1299 p53-A138V BP100-luciferase reporter, luminescence, 24 h; Potency, µM (top dose mostly 92.2 µM), for inactives: top-dose activity change, positive = activation, most hits filed as activators; hit rate 0.063% among 320,000; AID 504706; note: % of control where 0% means no effect; nearly all actives have a fitted effect of over 45% in size
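H1299 (p53-null), stable ts p53-A138V + BP100-Luc; 1000 cells/well, Opti-MEM/10% FBS; cpd 4 pt, 1:5; 24 h, 37 deg C, 5% CO2; detection reagent 10 min RT; luminescence.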
An asterisk follows results filed as active; [ ] = dose if it differs, or a comment. Unless noted, calls come from the whole dose curve; as a rule, active = well fitted curve in the direction sought with a large enough effect; inconclusive = small, poorly fitted or top-dose-only effect, or another doubt; inactive = no such curve, though single readings can be large; an effect the other way counts as inactive or inconclusive. Potency is the fitted concentration of half-maximal effect.

For CCNC(=O)CN(c1ccc(F)cc1)S(=O)(=O)c1ccc2c(c1)OCCO2 the results were Rab9 prom act 0%, BRCA1 expr act 15%, uPA surface inh -3%, ELG1 genotoxic 1%, Gal4-VP16 FLuc -1%, NPC1 prom act -5%, RORgamma inh -3%, FLuc modulator -3%, MBNL1-CUG inh 3% and p53 reactivator -5%.
For C=CCOc1ccc(/C=C/C(=O)OCC(=O)NCC2CCCCC2)cc1 the results were Rab9 prom act 3%, BRCA1 expr act 8%, uPA surface inh 3%, ELG1 genotoxic 0%, NPC1 prom act 0%, FLuc modulator 1% and p53 reactivator 6%.
For CCn1cc(CNCc2cn(C)nc2-c2ccc(C3CCCCC3)cc2)cn1 the results were Rab9 prom act -2%, BRCA1 expr act -21%, uPA surface inh -2%, ELG1 genotoxic 0%, Gal4-VP16 FLuc inconclusive, NPC1 prom act -2%, RORgamma inh inconclusive, FLuc modulator 15µM*, MBNL1-CUG inh -1% and p53 reactivator 11%.
Screening N#CNC(=Nc1ccccc1F)SCc1ccc(C(=O)O)cc1 returned Rab9 prom act -10%, BRCA1 expr act 10%, uPA surface inh -1%, ELG1 genotoxic 4%, Gal4-VP16 FLuc -7%, NPC1 prom act -2%, RORgamma inh 0%, FLuc modulator -17%, MBNL1-CUG inh -13% and p53 reactivator 6%.
Screening CC(C)C(NC(=S)Nc1ccccc1)C(=O)O (stereo not drawn) returned Rab9 prom act -1%, BRCA1 expr act -2%, uPA surface inh -1%, ELG1 genotoxic -1%, Gal4-VP16 FLuc inconclusive, NPC1 prom act 1%, RORgamma inh inconclusive, FLuc modulator 4%, MBNL1-CUG inh -13% and p53 reactivator 3%.
`C/C=C/c1ccc(OCCCCn2cncn2)c(OC)c1` gave Rab9 prom act 17%, BRCA1 expr act 83%, uPA surface inh 1%, ELG1 genotoxic inconclusive, Gal4-VP16 FLuc -21%, NPC1 prom act 9%, RORgamma inh 2%, FLuc modulator -20%, MBNL1-CUG inh -25% and p53 reactivator inconclusive.
Screening Cc1c(C(=O)NCCN2C(=O)S/C(=C\c3cccnc3)C2=O)cccc1[N+](=O)[O-] returned Rab9 prom act -2%, BRCA1 expr act -10%, uPA surface inh -8%, ELG1 genotoxic -2%, Gal4-VP16 FLuc 4%, NPC1 prom act 0%, RORgamma inh -13%, FLuc modulator 1% and p53 reactivator 10%.
`CCOc1ccc(C(=O)CC(C(=O)O)N2CCCCC2)cc1` (stereo not drawn) gave Rab9 prom act -4%, BRCA1 expr act -17%, uPA surface inh inconclusive, ELG1 genotoxic 7%, NPC1 prom act -3%, FLuc modulator -9% and p53 reactivator -8%.
`CCOc1ccc(S(=O)(=O)NCCOC)cc1C` gave Rab9 prom act -6%, BRCA1 expr act -11%, ELG1 genotoxic 2%, Gal4-VP16 FLuc 2%, NPC1 prom act -1%, RORgamma inh -8%, FLuc modulator 12%, MBNL1-CUG inh -2% and p53 reactivator -3%.
For COc1ccc(-c2csc(NC(=O)CCNC(=O)c3ccco3)n2)cc1OC the results were Rab9 prom act -7%, BRCA1 expr act -9%, uPA surface inh -4%, ELG1 genotoxic 1%, NPC1 prom act -6%, FLuc modulator -14% and p53 reactivator -6%.
CCOC(=O)N1CCN(C(=O)c2ccccc2NS(=O)(=O)c2ccc(C)cc2)CC1 was read as Rab9 prom act 2%, BRCA1 expr act -22%, uPA surface inh 0%, ELG1 genotoxic 0%, Gal4-VP16 FLuc -9%, NPC1 prom act 2%, RORgamma inh -35%, FLuc modulator -2%, MBNL1-CUG inh -3% and p53 reactivator -7%.
`CCOc1ccc(-n2c(=O)c3sccc3n(CC(=O)NCC3CCCO3)c2=O)cc1` (stereo not drawn) gave Rab9 prom act 3%, BRCA1 expr act -1%, uPA surface inh 0%, ELG1 genotoxic 1%, Gal4-VP16 FLuc -2%, NPC1 prom act 1%, RORgamma inh 2%, FLuc modulator -1%, MBNL1-CUG inh 0% and p53 reactivator 2%.
For O=C(CNc1cc([N+](=O)[O-])ccc1NCCO)Nc1cccc(S(=O)(=O)N2CCCCC2)c1 the results were Rab9 prom act 3%, BRCA1 expr act -12%, uPA surface inh 10%, ELG1 genotoxic -5%, NPC1 prom act -1%, FLuc modulator -1% and p53 reactivator 17%.
`COc1ccc(NC(=O)CC2SC(N3CCOCC3)=NC2=O)cc1OC` (stereo not drawn) gave Rab9 prom act 0%, BRCA1 expr act 8%, uPA surface inh 3%, ELG1 genotoxic 1%, NPC1 prom act -7% and p53 reactivator 5%.
`COc1ccc(CN(C(=O)CSc2nnc(-c3ccc(F)cc3)o2)c2ccc(F)cc2)cc1` gave Rab9 prom act 7%, BRCA1 expr act -1%, uPA surface inh 3%, ELG1 genotoxic -4%, Gal4-VP16 FLuc 7%, NPC1 prom act -1%, RORgamma inh 26%, FLuc modulator 1%, MBNL1-CUG inh 0% and p53 reactivator 0%.
Screening Cc1cc(OCc2cc(C(=O)N(C)C3CCOCC3)no2)cc(C)c1Cl returned Rab9 prom act 4µM*, BRCA1 expr act inconclusive, uPA surface inh -8%, ELG1 genotoxic 18%, Gal4-VP16 FLuc inconclusive, NPC1 prom act 3.5µM*, RORgamma inh inconclusive, FLuc modulator 21µM*, MBNL1-CUG inh -12% and p53 reactivator 4%.
Screening CCc1ccccc1NC(=S)N(CCN1CCCCCC1)Cc1ccco1 returned Rab9 prom act -2%, BRCA1 expr act 2%, uPA surface inh 5%, ELG1 genotoxic -5%, Gal4-VP16 FLuc -14%, NPC1 prom act 0%, RORgamma inh 18µM*, FLuc modulator -5%, MBNL1-CUG inh 0% and p53 reactivator 6%.
Screening CN1CCCN(c2ncnc3scc(-c4ccc(F)cc4)c23)CC1 returned Rab9 prom act -1%, BRCA1 expr act 12%, uPA surface inh 1%, ELG1 genotoxic 2%, Gal4-VP16 FLuc 4%, NPC1 prom act -1%, RORgamma inh 24%, FLuc modulator 3%, MBNL1-CUG inh -4% and p53 reactivator 15%.
CCOc1ccc2[nH]c(=O)c(CN(Cc3ccccc3OC)C(=O)c3ccccc3)cc2c1 was read as Rab9 prom act -18%, BRCA1 expr act -88%, ELG1 genotoxic -9%, Gal4-VP16 FLuc -6%, NPC1 prom act -23%, RORgamma inh -13%, FLuc modulator -1%, MBNL1-CUG inh 5% and p53 reactivator 5%.
For CC(=O)[C@@H]1[C@@H](C(=O)c2ccc(F)cc2)[C@]2(C(=O)Nc3ccccc32)[C@H]2C=Cc3cc(F)ccc3N12 the results were Rab9 prom act -12%, BRCA1 expr act -33%, uPA surface inh -2%, ELG1 genotoxic -5%, Gal4-VP16 FLuc -8%, NPC1 prom act -5%, RORgamma inh 19%, FLuc modulator 0%, MBNL1-CUG inh 9% and p53 reactivator -8%.
Cc1onc2c(=O)n(-c3ccccc3)nc(-c3ccccc3)c12 was read as Rab9 prom act -6%, BRCA1 expr act -22%, uPA surface inh 0%, ELG1 genotoxic 0%, Gal4-VP16 FLuc -6%, NPC1 prom act -1%, RORgamma inh 16%, FLuc modulator 0%, MBNL1-CUG inh -5% and p53 reactivator -3%.
Cc1[nH]c2ccccc2c1SCCNC(=O)c1ccc(Br)o1 was read as Rab9 prom act 0%, BRCA1 expr act -50%, uPA surface inh 5%, ELG1 genotoxic -12%, Gal4-VP16 FLuc -5%, NPC1 prom act -3%, RORgamma inh inconclusive, FLuc modulator -5%, MBNL1-CUG inh 10% and p53 reactivator -14%.
COc1ccc(C2C3=C(CC(C)(C)CC3=O)Oc3ncn(Cc4ccccc4)c(=N)c32)cc1 (stereo not drawn) was read as Rab9 prom act 3%, BRCA1 expr act -54%, ELG1 genotoxic -11%, Gal4-VP16 FLuc 12%, NPC1 prom act -4%, RORgamma inh -2%, FLuc modulator 0%, MBNL1-CUG inh inconclusive and p53 reactivator 2%.
COc1ccc(OC)c(NC(=O)COC(=O)CNC(=O)c2ccc(OC)c(OC)c2)c1 was read as Rab9 prom act 2%, BRCA1 expr act -1%[1.84 µM], uPA surface inh 5%, ELG1 genotoxic 0%, Gal4-VP16 FLuc -1%, NPC1 prom act -1%, RORgamma inh -9%, FLuc modulator 0%, MBNL1-CUG inh 0% and p53 reactivator 0%.
For CN(C)c1ccnc(SCc2ccccc2Cl)c1C#N the results were Rab9 prom act 6%, BRCA1 expr act inconclusive, uPA surface inh -2%, ELG1 genotoxic inconclusive, Gal4-VP16 FLuc 4%, NPC1 prom act 2%, RORgamma inh -8%, FLuc modulator inconclusive, MBNL1-CUG inh 3% and p53 reactivator -1%.
For C#CCNC(=O)C1=C[C@@H](C2CC2)C[C@@H](OCCCCO)O1 the results were Rab9 prom act -2%, BRCA1 expr act 6%, uPA surface inh -6%, ELG1 genotoxic 5%, Gal4-VP16 FLuc -8%, NPC1 prom act -1%, RORgamma inh 9%, FLuc modulator -3%, MBNL1-CUG inh 2% and p53 reactivator 6%.
COc1ccc(NC(=O)CN2C(=O)C(C)Oc3ccc(C)cc32)cc1 (stereo not drawn) was read as Rab9 prom act 0%, BRCA1 expr act 4%, uPA surface inh 4%, ELG1 genotoxic 0%, Gal4-VP16 FLuc 5%, NPC1 prom act -5%, RORgamma inh 11%, FLuc modulator 1% and MBNL1-CUG inh -3%.
Screening O=C(NCc1cccs1)C1CCCN1C(=O)Nc1ccc(Cl)cc1 (stereo not drawn) returned Rab9 prom act -2%, ELG1 genotoxic -3%, Gal4-VP16 FLuc -20%, NPC1 prom act -4%, RORgamma inh -10%, FLuc modulator 2%, MBNL1-CUG inh -1% and p53 reactivator -2%.
